# SIRT5 block = sirtuin-5 (human) deacylase inhibition | 330,000 compounds, 1.1% hits | Q9NXA8 | inhibition, % at 15 µM | AID 652115 | Purified SirT5, succinyl-peptide AMC, trypsin-coupled fluorescence; in the data active = inhibition above about 15%
# Target sequence (Q9NXA8 whole entry, looked up): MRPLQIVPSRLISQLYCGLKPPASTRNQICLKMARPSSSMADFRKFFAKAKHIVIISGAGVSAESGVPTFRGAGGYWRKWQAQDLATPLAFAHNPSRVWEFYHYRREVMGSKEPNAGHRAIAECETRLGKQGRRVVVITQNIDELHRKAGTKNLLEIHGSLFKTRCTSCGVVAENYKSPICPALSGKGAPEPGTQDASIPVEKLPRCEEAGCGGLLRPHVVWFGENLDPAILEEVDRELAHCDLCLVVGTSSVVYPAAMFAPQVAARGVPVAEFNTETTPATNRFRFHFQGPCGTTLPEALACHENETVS
# esBAF inh = inhibitors of esBAF chromatin remodeling in mouse ES cells. reporter increase, % at 12.5 µM. 350,000 compounds, 2% hits. Bmi1-luciferase knock-in reporter, 24 h; 100% = twice the neutral-well signal; in the data active = activation above about 40%;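 also: 0% = median of the plate's neutral control wells and 100% = double that signal; a rise in the Bmi1 reporter signal indicates esBAF inhibition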
# ERp5 inh = ERp5 (human) disulfide isomerase inhibition. Q15084. ERp5 insulin aggregation, absorbance 650 nm, 90 min. inhibition, % at 9.99 µM. 350,000 compounds, 0.05% hits;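 active = mean replicate inhibition above about 25%, with every replicate also reaching it, limit read from the data, passing the limit was not always enough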
# Target sequence (Q15084 whole entry, looked up): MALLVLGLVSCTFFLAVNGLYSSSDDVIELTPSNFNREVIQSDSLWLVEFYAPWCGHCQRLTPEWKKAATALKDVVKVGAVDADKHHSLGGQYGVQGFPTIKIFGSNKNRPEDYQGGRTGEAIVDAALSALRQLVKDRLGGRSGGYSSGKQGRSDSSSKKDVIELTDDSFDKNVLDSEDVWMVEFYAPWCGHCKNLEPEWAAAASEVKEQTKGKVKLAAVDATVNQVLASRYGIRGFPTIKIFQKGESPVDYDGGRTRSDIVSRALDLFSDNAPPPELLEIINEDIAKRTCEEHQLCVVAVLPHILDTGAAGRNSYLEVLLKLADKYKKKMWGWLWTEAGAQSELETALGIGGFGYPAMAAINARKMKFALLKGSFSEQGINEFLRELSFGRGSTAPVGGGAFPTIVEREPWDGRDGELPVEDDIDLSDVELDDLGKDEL
# Cneo AK release = Cryptococcus neoformans lysis via adenylate kinase release; C. neoformans lysis, adenylate kinase release luminescence, 4 h; normalised: neutral wells 0, clomiphene wells 100; lysis activity, % at 15 µM; 360,000 compounds, 0.2% hits;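 active = mean lysis activity across replicates of at least 80%, whatever share of replicates individually reach that level; inactive = mean lysis activity below 80%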
#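 Material – log-phase Cryptococcus neoformans yeast cells · Input – 5 × 10^6 yeast cells/mL · Medium – fresh YPD growth medium · Doses – single compound concentration per well · Timing – static 4 h at 37 °C with compound, 1 h detection · Detection – adenylate kinase release luminescence · Read-out – signal increase indicating cell lysis · Control set – Clomiphene as positive lysis control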
# Statin myotox sup = suppression of simvastatin myotoxicity | C2C12 myotubes + simvastatin, ATP luminescence, 48 h; scaled: DMSO 0, geranylgeraniol control 100 | rescue of ATP level, % at 7.49 µM | 330,000 compounds, 0.78% hits | AID 602340;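 active = mean ATP rescue above about 67%, or every replicate alone reaching that limit, limit read from the data, passing the limit was not always enough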;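 also: myotubes were challenged with 10 µM simvastatin during compound exposure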
# ARNT TACC3 PPI = disruptors of human ARNT/TACC3 interaction | Q9Y6A5 | AlphaScreen His-ARNT PAS-B/GST-TACC3 binding, luminescence; TACC3 fragment carries E629A point mutation | inhibition, % at 9.99 µM | 390,000 compounds, 0.66% hits;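 active = mean inhibition of replicates at least 50% and at least half of replicates each reaching 50%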;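 also: 0% = complete ARNT plus TACC3 wells and 100% = ARNT alone without TACC3; many hits fall short of the cut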
# miR122 inh = miR-122 inhibition in Huh7 cells; Huh7 miR-122 Renilla luciferase sensor, 48 h; neutral wells = 0, positive control = 100; activation (reporter increase), % at 12.5 µM; 340,000 compounds, 0.3% hits;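 active = mean replicate activation score at least 90 and every replicate individually at or above 90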;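 also: higher luciferase means less miR-122 activity so hits act as miR-122 inhibitors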
# * = called active by the depositor; . = no result given; [ ] = another dose, or the depositor's remark. Rows were taken by chance (roughly 4% active in at least one column).
SMILES,SIRT5 block,esBAF inh,ERp5 inh,Cneo AK release,Statin myotox sup,ARNT TACC3 PPI,miR122 inh
CCCNC(=O)N(C)C[C@H]1Oc2ncc(C#CC3(O)CCCC3)cc2C(=O)N([C@H](C)CO)C[C@H]1C,1,3,0,-4,23,0,-3[16.7 µM]
COc1ccc(S(=O)(=O)Nc2ccccc2-c2nc3ccccc3[nH]c2=O)cc1,-2,.,4,-1,.,-1,-2
C[C@H]1CN([C@@H](C)CO)C(=O)Cc2cc(NC(=O)Nc3ccc4c(c3)OCO4)ccc2O[C@H]1CN(C)Cc1ccncc1,.,0,.,.,-3,.,-9[16.7 µM]
CCCCCCCCNC(CO)(CO)CO,-4,.,13,1,.,.,6
Nc1nn(-c2ccccc2)c(N)c1N=Nc1ccccc1,.,.,.,-1,.,17,31
CCOC(=O)c1cnc(SCc2cccc3ccccc23)nc1N,.,25,.,1,-4,-7,-17
COc1ccccc1NC(=O)CSc1nnc(Cc2ccccc2)o1,-1,-1,-3,-2,20,2,-4
Cc1cccc(C(=O)Oc2cccc3c(O)cccc23)c1,0,-3,0,2,51,-2,-1
O=C(O)C[C@H]1C[C@H]2c3cc(NC(=O)C4CCC4)ccc3O[C@H]2[C@@H](CO)O1,-6,-4,0,1,-7,-10,2[16.7 µM]
Cc1ccccc1S(=O)(=O)N[C@H]1CC[C@@H](CCNS(=O)(=O)c2cccc(F)c2)O[C@H]1CO,-1,1,-3,45,0,6,.
C[C@H](CO)N1C[C@H](C)[C@H](CN(C)S(C)(=O)=O)Oc2ccc(NS(=O)(=O)c3ccccc3)cc2C1=O,4,2,-2,51,-19,-2,-13[16.7 µM]
CC1(CCc2ccccc2)NC(=O)N(CC(=O)Nc2ccccc2C#N)C1=O (configuration not stated),-6,9,-5,.,-2,.,.
COc1ccccc1C1CCN(Cc2ccc(Cl)c(Cl)c2)CC1,0,-3,6,-1,3,-6,2
COc1ccc(C2C(C#N)=C(N)Oc3c2ccc2cccnc32)cc1OC (configuration not stated),0,.,13,.,.,62*,30
O=C(c1ccc(NS(=O)(=O)c2cccs2)cc1)N1CCN(c2ccccc2Cl)CC1,0,1,-5,-2,-15,2,4
CC(C)(O)C#Cc1ccc([C@@H]2[C@H]3CN(C(=O)c4cccnc4)CCCCN3[C@H]2CO)cc1,-2,.,-3,-2,.,-6,0[16.7 µM]
CN1C(=O)c2cc(NC(=O)C3CCCCC3)ccc2OC[C@@H]2O[C@H](CC(=O)NC3CCCC3)CC[C@@H]21,-2,10,21,-2,-16,-2,23[16.7 µM]
COc1ccc(/C=N/Nc2ccc(C(=O)O)cc2)c(OC)c1OC,-3,91*,1,0,-31,-2,2
O=C(CSc1nnnn1-c1ccc(F)cc1)NCc1cccs1,-5,.,-6,.,.,11,.
C[C@H](CO)N1C[C@H](C)[C@@H](CN(C)S(=O)(=O)c2ccc(F)cc2)OCCCC[C@H](C)Oc2ccc(NC(=O)Nc3ccc(F)cc3)cc2C1=O,.,-3,.,10,.,-6,5[16.7 µM]
COc1ccc(NC(=S)N2CCN(C/C=C/c3ccccc3)CC2)cc1,-4,.,2,.,.,4,.
COc1ccc(C(=O)NCCCNC(=O)c2cnccn2)cc1Br,1,-6,-4,5,-1,6,-4
CCO[C@H]1OC(C(N)=O)=C[C@@H](c2ccccc2)[C@@H]1CCCO,1,-5,0,0,6,-6,-8
O=C(CSc1nnc(CNC(=O)c2ccccc2)o1)NCc1ccccc1Cl,0,-10,-4,1,2,-2,-6
O=C(COC(=O)c1ccc2ccccc2n1)NCc1ccccc1,-3,9,-6,4,17,1,-3
COc1ccc(C(=O)n2ncc(C#N)c2N)cc1,2,-2,0,3,13,-1,-1
COCC(=O)N(C)C[C@H]1Oc2ncc(-c3ccc(C)cc3)cc2C(=O)N([C@H](C)CO)C[C@@H]1C,-2,5,-3,0,7,2,0[16.7 µM]
CC/C(=N\NC(=O)c1ccncc1)C12CC3CC(CC(C3)C1)C2,.,-5,.,-1,3,19,2
CC(=O)OC(C(=O)N1CCOCC1)c1c(F)cccc1F (configuration not stated),1,.,8,.,.,-2,.
CCO[C@@H]1OC(C(=O)NCc2nc3ccccc3[nH]2)=C[C@H](c2ccccc2)[C@H]1CCCO,0,-3,3,-2,-21,7,-3
Cc1noc(C)c1NC(=O)Nc1ccc2c(c1)CC(=O)N([C@@H](C)CO)C[C@@H](C)[C@@H](CN(C)Cc1ccncc1)O2,0,6,0,-3,-15,-3,-5[16.7 µM]
CCC(=O)N(Cc1cc2ccc(C)cc2[nH]c1=O)c1ccccc1OC,-3,1,4,-2,-4,0,-5
COc1ccc(CNc2ncc(-c3ccccc3)n2C)c2ccccc12,1,-10,4,6,4,10,10
CCC(C)N(C(=O)CSc1nnc(NC(C)C)s1)C1CCS(=O)(=O)C1 (configuration not stated),-1,-6,13,2,8,10,.
CCC1SC2=NC(C)=C(C(=O)OCC(C)C)C(/C=C/c3ccccc3OC)N2C1=O (configuration not stated),.,2,.,0,5,4,-6
Cc1ccc2cc(C)c(SCC(=O)NCC3CCCO3)nc2c1 (configuration not stated),-2,1,3,.,-5,-1,-5
CN1C(=O)c2cc(NC(=O)c3ccc(F)c(F)c3)ccc2OC[C@H]2O[C@@H](CC(=O)N3CCOCC3)CC[C@H]21,1,2,-3,43,-2,-2,-30[16.7 µM]
Cc1cccc2cc(CN(Cc3cccs3)S(=O)(=O)c3ccc4c(c3)OCCO4)c(=O)[nH]c12,2,.,5,.,.,-4,.
CCOc1ccc2[nH]c(=O)c(CN(CCCO)C(C)=O)cc2c1,.,-6,.,0,-3,-2,-2
O=C(COC(=O)c1ccc(Br)o1)NC12CC3CC(CC(C3)C1)C2,16*,-1,4,0,-1,6,.

# A stretch of the results above, as a working copy:
SMILES,SIRT5 block,esBAF inh,ERp5 inh,Cneo AK release,Statin myotox sup,ARNT TACC3 PPI,miR122 inh
COc1ccc(NC(=S)N2CCN(C/C=C/c3ccccc3)CC2)cc1,-4,.,2,.,.,4,.
COc1ccc(C(=O)NCCCNC(=O)c2cnccn2)cc1Br,1,-6,-4,5,-1,6,-4

# Next entries follow:
SMILES,SIRT5 block,esBAF inh,ERp5 inh,Cneo AK release,Statin myotox sup,ARNT TACC3 PPI,miR122 inh
COC(=O)c1ccccc1NC(=O)CSc1nc2c(c(=O)[nH]1)CCC2,1,-6,-2,-1,-1,6,-1
CCOc1ccc(C(=O)NC2CCN(S(=O)(=O)c3ccccc3)CC2)cc1,-2,0,-7,-1,-11,26,.
COc1cccc(-c2cccc(NC(=O)C3CCN(C4CCC4)CC3)c2)c1,1,0,5,2,3,-4,-4
O=C(CCN1CCCCCC1)Nc1cccc(F)c1,.,.,.,-1,.,-1,-3
COC(=O)Cc1[nH]c(=O)[nH]c1C(=O)OC,-4,0,4,1,11,0,5
CO[C@H]1CN(C)C(=O)c2cc(NC(=O)C3CC3)ccc2OC[C@H](C)N(C(=O)c2cccnc2)C[C@H]1C,1,-4,-7,-5,-1,-5,.
O=C(CNC(=O)c1ccc(Br)o1)NCc1ccc(F)cc1,-3,.,3,0,.,-3,4
O=C1CSC(c2ccccn2)N1c1ccccc1F (configuration not stated),-3,.,-4,.,.,-2,.
CCOC(=O)C1CCN(C(=O)Cn2c(=O)c3cccn3c3cccnc32)CC1,-1,6,-4,0,-2,2,-4
O=C(CCNC(=O)c1ccc(Br)cc1)NCc1ccco1,-6,4,5,2,2,2,.
CCc1c(C)nc(N2CCN(c3ccc(F)cc3)CC2)[nH]c1=O,0,-4,2,0,-6,0,-2
O=C(Nc1cccc(Cl)c1Cl)c1ccccc1OCC(=O)N1CCOCC1,-1,1,4,-1,0,-3,.
COc1ccc(C#Cc2ccc3c(c2)O[C@@H](CN(C)C)[C@@H](C)CN([C@@H](C)CO)S3(=O)=O)cc1,-6,-5,4,2,.,8,-23[16.7 µM]
Cc1ccc(CNC(=O)CCCN2C(=S)NC(C)(C)CC2C)cc1 (configuration not stated),-3,.,1,.,.,-5,.
O=C(O)CCCn1cc(NC(=O)COc2ccccc2[N+](=O)[O-])cn1,-4,.,3,.,.,17,1

# Exported as tab-separated lines: 7 of the compounds above
SMILES	SIRT5 block	esBAF inh	ERp5 inh	Cneo AK release	Statin myotox sup	ARNT TACC3 PPI	miR122 inh
O=C1CSC(c2ccccn2)N1c1ccccc1F (configuration not stated)	-3	.	-4	.	.	-2	.
COc1ccc(C2C(C#N)=C(N)Oc3c2ccc2cccnc32)cc1OC (configuration not stated)	0	.	13	.	.	62*	30
C[C@H](CO)N1C[C@H](C)[C@H](CN(C)S(C)(=O)=O)Oc2ccc(NS(=O)(=O)c3ccccc3)cc2C1=O	4	2	-2	51	-19	-2	-13[16.7 µM]
O=C(CNC(=O)c1ccc(Br)o1)NCc1ccc(F)cc1	-3	.	3	0	.	-3	4
CCOC(=O)c1cnc(SCc2cccc3ccccc23)nc1N	.	25	.	1	-4	-7	-17
CCOC(=O)C1CCN(C(=O)Cn2c(=O)c3cccn3c3cccnc32)CC1	-1	6	-4	0	-2	2	-4
CCO[C@H]1OC(C(N)=O)=C[C@@H](c2ccccc2)[C@@H]1CCCO	1	-5	0	0	6	-6	-8

# Four of the entries above in order of their number in ERp5 inh, ascending:
smiles | SIRT5 block | esBAF inh | ERp5 inh | ARNT TACC3 PPI | miR122 inh
CO[C@H]1CN(C)C(=O)c2cc(NC(=O)C3CC3)ccc2OC[C@H](C)N(C(=O)c2cccnc2)C[C@H]1C | 1 | -4 | -7 | -5 | .
O=C1CSC(c2ccccn2)N1c1ccccc1F (configuration not stated) | -3 | . | -4 | -2 | .
CCc1c(C)nc(N2CCN(c3ccc(F)cc3)CC2)[nH]c1=O | 0 | -4 | 2 | 0 | -2
COc1ccc(C#Cc2ccc3c(c2)O[C@@H](CN(C)C)[C@@H](C)CN([C@@H](C)CO)S3(=O)=O)cc1 | -6 | -5 | 4 | 8 | -23[16.7 µM]
